# Compound activity as filed in PubChem BioAssay.
# Shiga inhibitor = inhibitors of Shiga toxin in Vero cells; Vero cells, Shiga toxin protein synthesis inhibition reporter; inhibition, % at 38.7 µM; 290,000 tested, 9.2% active; AID 2315; in the data active = inhibition mostly above about 28%, no sharp cut-off; inactive = mostly below about 43%; note: 0% is about no effect
# Tb PYK inh = inhibitors of Trypanosoma brucei pyruvate kinase; TbPYK enzyme, Kinase-Glo Plus ATP luminescence, 45 min; 410,000 tested, 0.12% active; Q57TT1; AID 624173; Potency, µM (doses to about 76.8 µM), for inactives: at the top dose activity, negative = inhibition, usual class: inhibitors; active = well fitted inhibition curve with a large enough effect; note: potency is the fitted concentration of half-maximal effect; % is set by controls: 0 for no effect and ±100 for the full control effect; nearly all actives have a fitted effect of over 50% in size
#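 Enzyme and substrate buffer are dispensed first and compound is pin-transferred. ADP at 130 uM final then starts the reaction, which runs 45 min at room temperature. Detection reagent is added for 10 min before luminescence is imaged.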
# Cycloheximide cs = affects cycloheximide protein synthesis inhibition readout, counter-screen | cell reporter, cycloheximide protein synthesis inhibition counterscreen | max response, % | 300,000 tested, 12% active | AID 2314; in the data active = max response mostly above about 13%, no sharp cut-off; inactive = mostly below about 14%; note: read at 38.3 µM for the half of the compounds with a filed dose; 0% is about no effect
# An asterisk follows results filed as active; i = inactive; · = not tested or not shown; + = active, no number; [ ] = dose if it differs, or a comment.
SMILES,Shiga inhibitor,Tb PYK inh,Cycloheximide cs
CSCC[C@H](NC(=O)[C@H](CO)NC(=O)[C@H](Cc1ccc(O)cc1)NC(=O)[C@@H](N)CO)C(=O)N[C@@H](CCC(=O)O)C(=O)N[C@@H](Cc1cnc[nH]1)C(=O)N[C@@H](Cc1ccccc1)C(=O)N[C@@H](CCCNC(=N)N)C(=O)N[C@@H](Cc1c[nH]c2ccccc12)C(=O)NCC(=O)N[C@@H](CCCCN)C(=O)N1CCC[C@H]1C(=O)N[C@H](C(=O)NCC(=O)N[C@@H](CCCCN)C(=O)N[C@@H](CCCCN)C(=O)N[C@@H](CCCNC(=N)N)C(=O)N[C@@H](CCCNC(=N)N)C(=O)N1CCC[C@H]1C(=O)N[C@H](C(=O)N[C@@H](CCCCN)C(=O)N[C@H](C(=O)N[C@@H](Cc1ccc(O)cc1)C(=O)N1CCC[C@H]1C(=O)O)C(C)C)C(C)C)C(C)C,-6,·,-7
CN(C)C(=O)c1ccc(-c2cc[nH]c(=O)c2N)cc1,-5,·,-2
CCOC(=O)CN(Cc1cc(OC)cc(N(C)C)c1OC)C(=O)C1CC(CO[Si](C)(C)C(C)(C)C)=CN1C(=O)OC(C)(C)C (stereo not given),-5,·,5
C=C1/C(=C\C=C2\CCCC3(C)C2CCC3C(C)/C=C/C(O)C2CC2)CC(O)CC1O (stereo not given),-5,·,-7
CNC(=S)NCCCCc1cnc[nH]1,-7,·,-1
CCOc1ccc(-c2nc3ccc(-c4nc5ccc(N6CCN(C)CC6)cc5[nH]4)cc3[nH]2)cc1,54,·,7
C=C(C)[C@H]1CC=C(CO)CC1,22,·,4
O=S(=O)(Nc1cccc2ccccc12)c1cccc2ccccc12,4,·,-5
Cc1cc2c(s1)c1cnn(Cc3ccc(F)cc3F)c(=O)c1n2C,-14,·,-3
CC(C)C[C@H](NC(=O)[C@H](CO)NC(=O)CNC(=O)[C@H](CCCCN)NC(=O)[C@H](CCCN=C(N)N)NC(=O)[C@H](C)NC(=O)[C@H](Cc1ccccc1)NC(=O)[C@@H](N)CCCN=C(N)N)C(=O)N[C@@H](CCCN=C(N)N)C(=O)N[C@@H](CCC(N)=O)C(=O)N[C@@H](CCCCN)C(=O)N[C@@H](CC(N)=O)C(=O)N[C@H](C(=O)O)C(C)C,-15,·,9
CC[C@H](C)[C@H](NC(=O)[C@H](CCC(=O)O)NC(=O)[C@H](CC(N)=O)NC(=O)[C@@H](N)[C@@H](C)O)C(=O)N[C@H](C(=O)N[C@@H](CCC(=O)O)C(=O)N[C@@H](CCC(=O)O)C(=O)N[C@@H](CCC(N)=O)C(=O)N[C@@H](Cc1ccc(O)cc1)C(=O)N[C@H](C(=O)N1CCC[C@H]1C(=O)N[C@@H](CCC(N)=O)C(=O)N[C@@H](CO)C(=O)N[C@@H](CC(C)C)C(=O)N[C@@H](C)C(=O)N[C@H](C(=O)N[C@@H](CC(C)C)C(=O)N[C@@H](CCC(=O)O)C(=O)N[C@@H](CO)C(=O)N[C@H](C(=O)N[C@@H](Cc1ccccc1)C(=O)N[C@@H](CCC(N)=O)C(=O)N[C@@H](CCC(=O)O)C(=O)N[C@@H](CC(C)C)C(=O)NCC(=O)N[C@@H](CCCCN)C(=O)N[C@@H](CC(C)C)C(=O)N[C@H](C(=O)NCC(=O)N1CCC[C@H]1C(=O)N[C@@H](CC(N)=O)C(=O)N[C@@H](CO)C(=O)N[C@@H](CCC(N)=O)C(=O)O)[C@@H](C)O)C(C)C)[C@@H](C)O)[C@@H](C)O)C(C)C,-7,·,-3
CCCCCCCC/C=C/CCCCCCCC(=O)NCCOP(=O)(O)O,-1,·,-5
COC(=O)C1=C[C@@H](C(=O)OC)C2C3=C(C(=O)[C@@]2(C)NC(=O)c2ccccc2)[C@H](C)[C@@H]2C(=O)NC(=O)[C@@H]2[C@@H]3C1 (stereo not given in full),-16,·,1
CC(=O)c1ccc(-c2cccc(C3C4C=CCCC4(C)C(=O)N3Cc3ccccc3)c2)cc1 (stereo not given),-5,·,14
CN1C(=O)C(Cc2c[nH]c3ccccc23)NC1=S (stereo not given),47*,·,30*
C=C1c2cccc(C(F)(F)F)c2O[C@H](C(=O)OCC)[C@@H]1CCCCCC,i,·,12
C=C1[C@@H]2C[C@]3(C(CC2=O)[C@]24C5C[C@H]3[C@H]2N(CC)C[C@]5(C)CC[C@@H]4O)[C@@H]1O (stereo not given in full),-3,·,-2
O=S(=O)(Nc1c(Br)cc(Br)c2cccnc12)C1CCCCC1,-1,·,-7
COc1ccc(C2=Nn3c(nnc3-c3cccc(OC)c3OC)SC2)c(OC)c1,-6,·,-2
Cc1cc2c(s1)c1cnn(Cc3ccccc3)c(=O)c1n2C,-5,·,-4
CCCn1c(=O)[nH]c2nc(-c3ccc(S(=O)(=O)O)cc3)[nH]c2c1=O,-2,·,-6
COC(=O)c1ccccc1NC(=O)c1ccc(F)cc1F,-7,·,10
CC(C)c1cc2c(c(O)c1O)[C@@]1(C(=O)O)CCCC(C)(C)[C@@H]1CC2,11,·,4
CC1CC=CC2C1C(=O)N(Cc1ccccc1)C2c1ccc(-c2ccc(F)cc2)cc1F (stereo not given),15,·,-4
CCNN,-13,·,-7
C#Cc1ccc2c(c1)C(=O)N(C)Cc1c(C(=O)OCCCOC(=O)c3ncn4c3CN(C)C(=O)c3cc(C#C)ccc3-4)ncn1-2,-10,·,-5
COc1cc(OC)c2ccc(=O)oc2c1C(CC(=O)N1CCCCC1)c1ccc2c(c1)OCO2 (stereo not given),-4,·,11
OC[C@@H]1O[C@H](O)[C@H](O)[C@@H](O)[C@@H]1O,11,·,-7
Cc1ccc(-c2cc(C3C4C=CCCC4(C)C(=O)N3Cc3ccccc3)ccc2F)cc1 (stereo not given),-2,·,10
COc1c(Cl)cccc1NC(=O)c1c(NC(=O)Cc2ccccc2)sc2c1CCCC2,2,·,9
Nc1ncnc2c1ncn2[C@@H]1O[C@@H]2CO[P@](=O)(S)O[C@H]2[C@H]1O,16,·,14
CC[C@H](C)[C@H](NC(=O)[C@H](CC(=O)O)NC(=O)[C@H](CC(N)=O)NC(=O)[C@@H](NC(=O)[C@H](CCCNC(=N)N)NC(=O)[C@@H](NC(=O)[C@@H](NC(=O)[C@@H](NC(=O)[C@@H](NC(=O)[C@H](CCCCN)NC(=O)[C@@H](NC(=O)[C@H](CC(C)C)NC(=O)[C@@H](NC(=O)[C@H](CCCCN)NC(=O)[C@@H](NC(=O)[C@H](CC(=O)O)NC(=O)[C@H](CC(=O)O)NC(=O)[C@H](CCC(N)=O)NC(=O)[C@@H](NC(=O)[C@H](CCCCN)NC(=O)[C@H](CCC(N)=O)NC(=O)[C@@H](NC(=O)[C@@H]1CCCN1C(=O)[C@@H](N)C(C)C)[C@@H](C)CC)C(C)C)[C@@H](C)O)[C@@H](C)O)[C@@H](C)CC)[C@@H](C)O)[C@@H](C)CC)C(C)C)[C@@H](C)O)[C@@H](C)CC)C(=O)N[C@@H](CO)C(=O)N[C@@H](Cc1cnc[nH]1)C(=O)N[C@H](C(=O)N[C@@H](CCC(N)=O)C(=O)N[C@@H](CO)C(=O)N[C@H](C(=O)N[C@@H](CO)C(=O)N[C@@H](CO)C(=O)N[C@@H](CCCCN)C(=O)N[C@@H](CCC(N)=O)C(=O)N[C@@H](CCCCN)C(=O)O)C(C)C)[C@@H](C)O,-4,·,-5
CCOP(=S)(OCC)O/N=C(\C#N)c1ccccc1Cl,9,·,-6
CC12CCC3c4ccc(O)cc4CCC3C1CCC2O (stereo not given),14,·,-4
CCC[C@H](NC(C)=O)C(=O)N[C@H]1CC(=O)ONCCCC[C@@H](C(N)=O)NC(=O)[C@H](Cc2c[nH]c3ccccc23)NC(=O)[C@H](CCCN=C(N)N)NC(=O)[C@@H](Cc2ccc3ccccc3c2)NC(=O)[C@H](Cc2cnc[nH]2)NC1=O,-12,·,-5
O=C(O)c1cc(C(=O)O)c(C(=O)N(Cc2cccc(Oc3ccccc3)c2)[C@H]2CCCc3ccccc32)cc1C(=O)O,-14,·,-3
COc1ccc(SCC(Cc2ccccc2)N2CCN(CCc3ccccc3)CCC2=O)cc1 (stereo not given),-2,·,1
CSCC[C@H](NC(=O)[C@H](CC(C)C)NC(=O)[C@@H]1CCCN1C(=O)[C@H](Cc1ccccc1)NC(=O)[C@H](Cc1ccccc1)NC(=O)[C@H](CCC(N)=O)NC(=O)[C@H](CCC(N)=O)NC(=O)[C@@H]1CCCN1C(=O)[C@H](CCCCN)NC(=O)[C@@H]1CCCN1C(=O)[C@@H](N)CCCN=C(N)N)C(N)=O,2,·,0
O=S(=O)(Nc1cccc2cccnc12)c1cccc2cccnc12,-7,·,-4
C=C1C(O)C2OC3(CCC(/C=C/C(C)C4CC(C)=CC5(OC(CC(C)(O)C(=O)O)CCC5O)O4)O3)CCC2OC1C(O)CC(C)C1OC2(CCCCO2)CCC1C (stereo not given),+,·,-3

# 2 records picked at random from the list so far, as already listed:
SMILES,Shiga inhibitor,Tb PYK inh,Cycloheximide cs
Nc1ncnc2c1ncn2[C@@H]1O[C@@H]2CO[P@](=O)(S)O[C@H]2[C@H]1O,16,·,14
CC(C)c1cc2c(c(O)c1O)[C@@]1(C(=O)O)CCCC(C)(C)[C@@H]1CC2,11,·,4

# Next part
SMILES,Shiga inhibitor,Tb PYK inh,Cycloheximide cs
COc1ccc(C2C3C=CCC(c4cccc(/C=C/c5ccccc5)c4)C3C(=O)N2Cc2ccccc2)cc1Cl (stereo not given),36*,·,36*
Cc1cccc2sc(N(Cc3cccnc3)C(=O)CCc3ccccc3)nc12,·,7%,·
CCCNC(=O)CN1CCN(c2ccc(NC(=O)c3ccc(OC)cc3)cc2C(=O)O)CC1,·,1%,·
COc1ccc(-c2nc(CNS(=O)(=O)c3ccc(C)cc3)cs2)cc1,·,5%,·
O=C(Nc1sc2c(c1C(=O)NCc1cccnc1)CCCC2)c1cc(=O)c2ccccc2o1,·,4%,·
Cc1ccc(CNC(=O)c2ccc(CSc3nc4ccncc4n3Cc3ccc(C)cc3)cc2)cc1,·,-2%,·
O=C(CC(NCc1cccnc1)C(=O)O)Nc1ccc(O)cc1 (stereo not given),·,2%,·
COc1ccc(N2CCN(CCCNC(=O)Cn3c(-c4cccs4)cc4ccccc43)CC2)cc1,·,4%,·
COc1ccc(NC(=O)c2ccco2)cc1NC(=O)COc1cc(C)ccc1C(C)C,·,3%,·
CCC(C)NC(=O)c1sc2nc3n(c(=O)c2c1C)CCC3 (stereo not given),·,-11%,·
COc1ccccc1NC(=O)c1oc2ccccc2c1NC(=O)C1CCCCC1,·,0%,·
COC(=O)c1cnc(N2CCN(c3ccc(F)cc3)CC2)c2ccccc12,·,-1%,·
COc1ccc(OC(C)C(=O)NCc2nc(-c3ccc(Cl)cc3)no2)cc1 (stereo not given),·,-28%,·
CCOC(=O)c1cc(-c2ccccc2)n(-c2cccc(C(=O)Nc3cccc(F)c3)c2)c1C,·,13%[15.4 µM],·
CCOc1ccc(CCNC(=O)CSc2nc3ccccc3nc2Cc2ccc(C)cc2)cc1OCC,·,-2%,·
O=c1ccc(-c2ccccc2)nn1Cc1c(F)cccc1Cl,·,-8%,·
O=C(O)CSCC(=O)NC1CCSC1=O (stereo not given),·,1%,·
COc1ccccc1CCNc1ncnc2c1nnn2C,·,0%,·
Cc1cc(C)cc(OCC(=O)Nc2c(C(=O)c3ccccc3)oc3ccccc23)c1,·,-1%,·
CCOC(=O)CSc1nc2ccc(NC(=O)COc3ccccc3)cc2s1,·,-5%,·
CCOC(=O)N1CCc2c(sc(NCc3ccc(OC)c(OC)c3OC)c2C(=O)Nc2ccc(OC)cc2OC)C1,·,-37%,·

# Filtered by structure, the entries above containing a thiophene ring, fused or not.
SMILES,Shiga inhibitor,Tb PYK inh,Cycloheximide cs
Cc1cc2c(s1)c1cnn(Cc3ccc(F)cc3F)c(=O)c1n2C,-14,·,-3
Cc1cc2c(s1)c1cnn(Cc3ccccc3)c(=O)c1n2C,-5,·,-4
COc1c(Cl)cccc1NC(=O)c1c(NC(=O)Cc2ccccc2)sc2c1CCCC2,2,·,9
O=C(Nc1sc2c(c1C(=O)NCc1cccnc1)CCCC2)c1cc(=O)c2ccccc2o1,·,4%,·
COc1ccc(N2CCN(CCCNC(=O)Cn3c(-c4cccs4)cc4ccccc43)CC2)cc1,·,4%,·
CCC(C)NC(=O)c1sc2nc3n(c(=O)c2c1C)CCC3 (stereo not given),·,-11%,·
CCOC(=O)N1CCc2c(sc(NCc3ccc(OC)c(OC)c3OC)c2C(=O)Nc2ccc(OC)cc2OC)C1,·,-37%,·

# Only part of the results is shown. The share of hits here may be higher or lower than overall.
